STK33 inh: inhibitors of human STK33 kinase | inhibition, % at 12.5 µM | hit rate 0.44% among 27,000 | ADP-Glo luminescence, MBP substrate; in the data active = inhibition above about 20%
Target sequence (Q9BYT3 whole entry, looked up): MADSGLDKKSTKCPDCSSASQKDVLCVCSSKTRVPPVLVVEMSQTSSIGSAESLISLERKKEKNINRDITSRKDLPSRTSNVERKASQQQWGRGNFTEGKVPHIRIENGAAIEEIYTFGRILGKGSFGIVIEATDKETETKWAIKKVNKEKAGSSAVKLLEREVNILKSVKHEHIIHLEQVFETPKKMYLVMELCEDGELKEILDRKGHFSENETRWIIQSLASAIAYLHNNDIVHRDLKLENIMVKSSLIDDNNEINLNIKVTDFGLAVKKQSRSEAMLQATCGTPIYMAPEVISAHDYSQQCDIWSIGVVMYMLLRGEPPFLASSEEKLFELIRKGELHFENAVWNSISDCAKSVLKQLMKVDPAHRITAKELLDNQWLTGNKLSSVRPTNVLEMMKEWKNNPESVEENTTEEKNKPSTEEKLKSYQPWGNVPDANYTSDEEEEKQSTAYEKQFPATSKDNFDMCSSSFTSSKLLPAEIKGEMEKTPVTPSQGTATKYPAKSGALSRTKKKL
p53 PUMA act: re-activators of the mutant p53 pathway; hit rate 1.5% among 28,000; activation, % at 9.98 µM; SW480 PUMA-promoter luciferase, p53 mutant reactivation; in the data active = activation above about 52%
* marks the source's active call; other numbers are inactive results; . = no result given. This is a subset; count on the stated rates, not on these rows.

nr | smiles | STK33 inh | p53 PUMA act
1 | Cn1c(SCC(=O)NC23CC4CC(CC(C4)C2)C3)nnc1-c1cccc([N+](=O)[O-])c1 | -1.9 | -12.4
2 | C=C1C(=O)O[C@H]2C(=C)[C@@H](CCC(=O)O)[C@@H](C)CC[C@@H]12 | -6.3 | .
3 | Cc1ccc(S(=O)(=O)N(C)C[C@@H]2Oc3ncc(-c4cc5ccccc5o4)cc3C(=O)N([C@H](C)CO)C[C@@H]2C)cc1 | 3.8 | .
4 | CNCC(O)Cn1c2ccccc2c2ccccc21 (configuration not stated) | -5.2 | 21.2
5 | C[C@H](CO)N1C[C@H](C)[C@H](CN(C)S(=O)(=O)c2ccc(F)cc2)Oc2ncccc2C1=O | . | 10.8
6 | COc1ccc(S(=O)(=O)N2CCOCC2)cc1C(=O)Nc1ccc(S(=O)(=O)C(F)F)cc1 | 0.3 | 7.2
7 | COc1ccccc1-n1c(N)cc(=O)nc1SCC(=O)Nc1ccc(Br)cc1 | -5.1 | 3.9
8 | C[C@@H]1CN([C@H](C)CO)C(=O)c2cc(C#CC(C)(C)O)cnc2O[C@H]1CN(C)C(=O)CN(C)C | . | 2.4
9 | CS(=O)(=O)Nc1ccc(C2=NN(S(C)(=O)=O)C(c3ccccc3F)C2)cc1 (configuration not stated) | . | 3.0
10 | CCOc1ccc2c(=O)c(Oc3ccccc3Br)coc2c1 | . | 53.9*
11 | Cc1noc(C)c1S(=O)(=O)Nc1cccc2c1O[C@H](CN(C)C)[C@H](C)CN([C@@H](C)CO)C2=O | . | 4.7
12 | C[C@@H]1CN([C@@H](C)CO)C(=O)c2cccc(NS(=O)(=O)c3cn(C)cn3)c2O[C@H]1CN(C)C | . | -5.6
13 | CC(C)NC(=O)Nc1ccc2c(c1)C(=O)N([C@@H](C)CO)C[C@H](C)[C@H](CN(C)S(=O)(=O)c1cn(C)cn1)OCCCC[C@H](C)O2 | . | 2.9
14 | C[C@H](CO)N1C[C@H](C)[C@@H](CN(C)C(=O)C2CCCCC2)OCc2cnnn2CCCC1=O | 0.9 | .
15 | C/C=C/c1ccc2c(c1)O[C@@H](CN(C)C(=O)C1CCOCC1)[C@@H](C)CN([C@@H](C)CO)S2(=O)=O | . | -5.1
16 | C[C@@H]1CN([C@@H](C)CO)C(=O)Cc2cc(NC(=O)CCN3CCOCC3)ccc2O[C@H]1CN(C)S(=O)(=O)c1cccs1 | . | 7.4
17 | C[C@@H]1CN([C@H](C)CO)S(=O)(=O)c2ccc(-c3cccc(C(=O)N(C)C)c3)cc2O[C@@H]1CN(C)C(=O)Cc1ccccn1 | . | 10.1
18 | C[C@@H]1CN([C@@H](C)CO)C(=O)c2cc(NS(=O)(=O)c3ccc(Cl)cc3)ccc2O[C@H]1CN(C)C | . | 9.7
19 | Cc1ccc(OCC(=O)Nc2cc(-c3nc4ccc(C)cc4o3)ccc2Cl)c(C)c1 | 0.4 | 29.4
20 | C[C@@H]1CN([C@@H](C)CO)C(=O)c2cccc(NC(=O)c3cnccn3)c2O[C@H]1CN(C)S(=O)(=O)c1cn(C)cn1 | . | 2.6
21 | Cn1c(SCC(=O)c2ccc([N+](=O)[O-])cc2)nnc1-c1cccnc1 | -1.9 | 3.3
22 | COc1cccc(C2CC(C(F)(F)F)n3ncc(C(=O)NCc4cccnc4)c3N2)c1 (configuration not stated) | -5.9 | -4.1
23 | C[C@H](CO)N1C[C@H](C)[C@H](CN(C)C(=O)Nc2ccc3c(c2)OCO3)Oc2ccc(NC(=O)NC3CCCCC3)cc2C1=O | . | 1.5
24 | COC(=O)c1ccccc1NC(=O)COc1ccc(Br)cc1C | -0.8 | -2.9
25 | C[C@@H]1CN([C@H](C)CO)C(=O)Cc2cc(NC(=O)Nc3ccc(C(F)(F)F)cc3)ccc2O[C@@H]1CN(C)Cc1ccc(C(=O)O)cc1 | -5.1 | .

An excerpt from above in order of count of non-hydrogen atoms, smallest number first.
nr | smiles | STK33 inh | p53 PUMA act
8 | C[C@@H]1CN([C@H](C)CO)C(=O)c2cc(C#CC(C)(C)O)cnc2O[C@H]1CN(C)C(=O)CN(C)C | . | 2.4
20 | C[C@@H]1CN([C@@H](C)CO)C(=O)c2cccc(NC(=O)c3cnccn3)c2O[C@H]1CN(C)S(=O)(=O)c1cn(C)cn1 | . | 2.6
25 | C[C@@H]1CN([C@H](C)CO)C(=O)Cc2cc(NC(=O)Nc3ccc(C(F)(F)F)cc3)ccc2O[C@@H]1CN(C)Cc1ccc(C(=O)O)cc1 | -5.1 | .

Part of the list above in another layout.
16) C[C@@H]1CN([C@@H](C)CO)C(=O)Cc2cc(NC(=O)CCN3CCOCC3)ccc2O[C@H]1CN(C)S(=O)(=O)c1cccs1
  STK33 inh: . | p53 PUMA act: 7.4

3) Cc1ccc(S(=O)(=O)N(C)C[C@@H]2Oc3ncc(-c4cc5ccccc5o4)cc3C(=O)N([C@H](C)CO)C[C@@H]2C)cc1
  STK33 inh: 3.8 | p53 PUMA act: .

Taken from above.
For p53 PUMA act, compound 10 is listed with 53.9*
For p53 PUMA act, compound 8 is listed with 2.4

Continued:
nr | smiles | STK33 inh | p53 PUMA act
26 | C[C@H]1CN([C@@H](C)CO)C(=O)Cc2cc(NC(=O)Nc3cccc4ccccc34)ccc2O[C@@H]1CN(C)S(=O)(=O)c1ccc(F)cc1 | 0.9 | .
27 | COc1ccc(NC(=O)Nc2ccc3c(c2)CC(=O)N([C@@H](C)CO)C[C@H](C)[C@H](CN(C)Cc2ccc(Oc4ccccc4)cc2)O3)cc1 | 0.6 | .
28 | C[C@@H]1CN([C@@H](C)CO)C(=O)Cc2cc(NC(=O)Cc3ccccc3)ccc2O[C@H]1CN(C)CC1CC1 | . | 3.1
29 | Cc1noc(C)c1NC(=O)N(C)C[C@@H]1Oc2ccc(NC(=O)Nc3cccc4ccccc34)cc2C(=O)N([C@H](C)CO)C[C@H]1C | . | -2.4
30 | CNC[C@H]1Oc2c(N)cccc2C(=O)N([C@@H](C)CO)C[C@H]1C | 3.0 | -1.1
31 | COc1ccc(S(=O)(=O)N(CC(N)=O)c2ccc(F)cc2)cc1 | 1.7 | -4.4
32 | O=C(CSc1nc2c(c(=O)n1Cc1ccco1)C1(CCCC1)Cc1ccccc1-2)c1cccs1 | 4.2 | -7.1
33 | O=C(CSc1ccc([N+](=O)[O-])cn1)N1CCc2ccccc21 | 0.8 | 19.5
34 | C[C@@H]1CCCCO[C@@H](CN(C)C)[C@@H](C)CN([C@H](C)CO)C(=O)c2cc(NC(=O)Nc3ccc(C(F)(F)F)cc3)ccc2O1 | -3.0 | -10.4
35 | COc1ccc(CN(C)C[C@H]2Oc3c(NS(C)(=O)=O)cccc3C(=O)N([C@H](C)CO)C[C@H]2C)cc1 | . | -7.1
36 | CC(C)(O)C1Oc2cc3occ(-c4ccc(O)cc4)c(=O)c3c(O)c2C1O (configuration not stated) | -7.9 | 28.8
37 | COc1ccc2c(c1)c(CC(=O)N1CCOCC1)c(C)n2C(=O)c1ccc(Cl)cc1 | -14.2 | .
38 | C[C@H](CO)N1C[C@H](C)[C@@H](CN(C)S(=O)(=O)c2cccs2)OCCCC[C@H](C)Oc2ccc(NS(C)(=O)=O)cc2C1=O | . | 7.4
39 | COc1ccc(S(=O)(=O)N(C)C[C@@H]2Oc3ccc(NC(=O)C4CC4)cc3CC(=O)N([C@H](C)CO)C[C@H]2C)cc1 | -0.1 | .
40 | C[C@H](CO)N1C[C@H](C)[C@H](CN(C)Cc2ccc(C(=O)O)cc2)Oc2ccc(N(C)C)cc2C1=O | -1.2 | -2.4
41 | C[C@H]1CN([C@@H](C)CO)C(=O)Cc2cc(NC(=O)Nc3ccc(C(F)(F)F)cc3)ccc2O[C@H]1CN(C)Cc1ccncc1 | 0.3 | -50.9
42 | CC1(C)CC[C@]2(C(=O)O[C@@H]3O[C@H](CO)[C@@H](O)[C@H](O)[C@H]3O)CC[C@]3(C)C(=CCC4[C@@]5(C)C[C@@H](O)[C@H](O)[C@](C)(CO)C5CC[C@]43C)C2[C@@H]1O (some centres not stated) | 1.9 | .
43 | O=C(C[C@H]1C[C@@H]2c3cc(NC(=O)c4ccc5c(c4)OCO5)ccc3O[C@@H]2[C@@H](CO)O1)NCc1cccc(F)c1 | . | 6.0
44 | C[C@@H]1CN([C@H](C)CO)C(=O)c2cc(-c3ccncc3)cnc2O[C@H]1CN(C)C(=O)NC1CCCC1 | . | 5.3
45 | Cc1ccc(S(=O)(=O)Nc2ccc3c(c2)C(=O)N([C@H](C)CO)C[C@@H](C)[C@H](CN(C)S(=O)(=O)c2cn(C)cn2)O3)cc1 | 0.9 | .
46 | CC(=O)c1cccc(NC(=O)CN(c2ccc(F)c(Cl)c2)S(C)(=O)=O)c1 | -1.1 | -2.9
47 | CC(C)NC(=O)Nc1ccc2c(c1)C(=O)N([C@@H](C)CO)C[C@@H](C)[C@@H](CN(C)S(=O)(=O)c1ccc(Cl)cc1)O2 | 0.8 | .
48 | C[C@@H]1CCCCO[C@H](CN(C)C(=O)Nc2ccccc2)[C@@H](C)CN([C@@H](C)CO)C(=O)c2cc(NS(C)(=O)=O)ccc2O1 | . | -7.1
49 | CNC[C@H]1Oc2ccc(NC(=O)CCC(F)(F)F)cc2CC(=O)N([C@@H](C)CO)C[C@H]1C | . | 4.0
50 | COCC(=O)N(C)C[C@@H]1Oc2ncc(-c3ccc(F)cc3)cc2C(=O)N([C@H](C)CO)C[C@@H]1C | . | 3.0

Quoted at random: two compounds from above.
nr | smiles | STK33 inh | p53 PUMA act
40 | C[C@H](CO)N1C[C@H](C)[C@H](CN(C)Cc2ccc(C(=O)O)cc2)Oc2ccc(N(C)C)cc2C1=O | -1.2 | -2.4
47 | CC(C)NC(=O)Nc1ccc2c(c1)C(=O)N([C@@H](C)CO)C[C@@H](C)[C@@H](CN(C)S(=O)(=O)c1ccc(Cl)cc1)O2 | 0.8 | .

Following part
nr | smiles | STK33 inh | p53 PUMA act
51 | C[C@H]1CN([C@@H](C)CO)C(=O)Cc2cc(NC(=O)Nc3ccccc3)ccc2O[C@@H]1CN(C)C(=O)Nc1ccc(C(F)(F)F)cc1 | 0.7 | -16.3
52 | Cc1cc(Br)ccc1NC(=O)CCN1C(=O)c2ccccc2S1(=O)=O | 1.0 | 24.3
53 | COC(=O)c1c(NC(=O)C(C)Oc2ccccc2F)sc2c1CCC2 (configuration not stated) | 1.8 | -8.2
54 | CCOc1ccc(-n2c(SCC(=O)N3CCOCC3)nnc2-c2ccncc2)cc1 | 1.5 | -16.7
55 | C[C@H]1CN([C@@H](C)CO)C(=O)Cc2cc(NC(=O)Nc3ccc4c(c3)OCO4)ccc2O[C@@H]1CN(C)Cc1ccc(Cl)c(Cl)c1 | 6.0 | .
56 | C[C@H]1CN([C@@H](C)CO)C(=O)Cc2cc(NS(=O)(=O)c3cn(C)cn3)ccc2O[C@H]1CN(C)C(=O)Nc1ccc2c(c1)OCO2 | 0.5 | .
57 | C[C@H](CO)N1C[C@H](C)[C@@H](CN(C)C(=O)Nc2ccc(F)cc2)Oc2ccc(NC(=O)C3CCCCC3)cc2CC1=O | . | -2.1
58 | C[C@H]1CN([C@@H](C)CO)C(=O)c2cc(NC(=O)Nc3ccc4c(c3)OCO4)ccc2O[C@@H]1CN(C)S(=O)(=O)c1ccc(F)cc1 | 0.2 | -11.0
59 | Cc1cccc(NC(=O)CSc2nc3ccccc3c(=O)n2C)c1C | -22.2 | -40.2
60 | CC(C(=O)Nc1ccc(F)c(F)c1)N(c1ccc(Cl)cc1)S(C)(=O)=O (configuration not stated) | -2.2 | -17.0
61 | Cc1noc(C)c1S(=O)(=O)N(C)C[C@@H]1Oc2ccc(NC(=O)C3CC3)cc2CC(=O)N([C@H](C)CO)C[C@H]1C | -1.7 | .
62 | C[C@H]1CN([C@@H](C)CO)C(=O)Cc2cc(NS(=O)(=O)c3ccccc3)ccc2O[C@H]1CN(C)C(=O)Nc1ccc(C(F)(F)F)cc1 | -2.8 | .
63 | C[C@H]1CN([C@@H](C)CO)C(=O)c2cc(NC(=O)NC3CCCCC3)ccc2O[C@H]1CN(C)Cc1ccc(-c2ccccc2)cc1 | 1.2 | .
64 | C[C@@H]1CN([C@H](C)CO)C(=O)Cc2cc(NC(=O)Nc3ccc(C(F)(F)F)cc3)ccc2O[C@H]1CN(C)C(=O)Nc1ccc(C(F)(F)F)cc1 | 1.2 | .
65 | O=C(COc1ccc([N+](=O)[O-])cc1)Nc1ccc(N2CCN(C(=O)c3ccco3)CC2)cc1 | -0.3 | 3.9
66 | CCCC(O)C#Cc1cnc2c(c1)C(=O)N([C@H](C)CO)C[C@H](C)[C@H](CN(C)C(=O)Nc1cccc3ccccc13)O2 (some centres not stated) | 0.6 | 4.0
67 | C[C@@H]1CCCCO[C@@H](CN(C)C(=O)Nc2ccc3c(c2)OCO3)[C@@H](C)CN([C@H](C)CO)C(=O)c2cc(NC(=O)c3ccccc3)ccc2O1 | -2.7 | .
68 | C[C@H](CO)N1C[C@H](C)[C@H](CN(C)Cc2ccccc2)Oc2ccc(NC(=O)C3CCCCC3)cc2C1=O | 0.7 | .
69 | C[C@@H]1CCCCO[C@@H](CN(C)C(=O)c2ccncc2)[C@@H](C)CN([C@H](C)CO)C(=O)c2cc(NC(=O)Cc3ccccc3)ccc2O1 | -0.3 | -1.0
70 | C[C@H](CO)N1C[C@H](C)[C@@H](CN(C)C(=O)c2ccccn2)Oc2cc(C3=CCCC3)ccc2S1(=O)=O | . | 0.3
71 | C[C@H](CO)N1C[C@H](C)[C@H](CN(C)C(=O)Nc2cccc3ccccc23)Oc2ccc(NC(=O)C3CC3)cc2C1=O | . | 7.6
72 | COc1ccc(S(=O)(=O)N(C)C[C@@H]2Oc3c(NC(=O)NC4CCCCC4)cccc3C(=O)N([C@H](C)CO)C[C@@H]2C)cc1 | . | -8.8
73 | COc1cccc(CC(CC(=O)O)C(=O)O)c1 (configuration not stated) | 1.2 | -15.5
74 | C[C@@H]1CN([C@@H](C)CO)C(=O)c2cc(NC(=O)c3ccncc3)ccc2O[C@@H](C)CCCCO[C@H]1CN(C)C(=O)CCC(F)(F)F | . | -0.6
75 | O=C1c2cccc3cccc(c23)C(=O)N1CC1CCN(CC(O)COc2c(F)cc(Br)cc2F)CC1 (configuration not stated) | -1.4 | 3.6
76 | CCCNC(=O)N(C)C[C@@H]1Oc2ncc(Br)cc2C(=O)N([C@H](C)CO)C[C@H]1C | . | 7.4
77 | Cc1ccc(CN(C)C[C@@H]2OCc3cnnn3CCCC(=O)N([C@@H](C)CO)C[C@@H]2C)cc1 | -0.6 | .

Screening results: PubChem, Broad Institute
